SRC1 inh – inhibits human SRC1 coactivator. AID 588354. actives 0.12% (n = 360,000). HEK293 GAL4-SRC1 luciferase reporter, luminescence. inhibition, % at 3.6 µM. Q15788;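 active means inhibition above the campaign mean plus 3 SD, with each screening campaign given its own cutoff, cut at about 60% in these data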;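 further: 0% = DMSO treated cells and 100% = gossypol at 36 µM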
ABHD5 PLIN5 PPI – ABHD5-PLIN5 protein interaction inhibition; Q00G26+Q8WTS1; Split G. princeps luciferase complementation, luminescence, 4 h; inhibition, % at 4 µM; actives 0.78% (n = 360,000); AID 602281;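 active means inhibition above the mean inhibition across every tested compound plus 3 SD, cut at about 22% in these data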;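 further: 0% = DMSO only wells and the 100% control is not disclosed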
NR2F2 inh – blocks human COUP-TFII nuclear receptor; P24468; HEK293T NGFI-A luciferase reporter, luminescence; inhibition, % at 8.6 µM; actives 0.7% (n = 370,000); AID 686940;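 active means inhibition above a per-plate cutoff, mean inhibition of test wells between control levels plus 3 SD, cut at about 38% in these data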;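 further: cells cotransfected with COUP-TFII expression vector driving the NGFI-A reporter; 0% = median of COUP-TF2 test wells and 100% = reporter-only cells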
TWEAK-Fn14 inh – inhibitors of TWEAK-Fn14 interaction signaling; AID 1159606; actives 2% (n = 360,000); inhibition, % at 10 µM; TWEAK-stimulated Fn14 reporter cells, luciferase luminescence, 8 h; in the data active means inhibition above about 50%
SRC2 inh – inhibits human steroid receptor coactivator 2; Q15596; HEK293 GAL4-SRC2 luciferase reporter, luminescence; inhibition, % at 9 µM; actives 0.17% (n = 370,000); AID 651957;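 active means inhibition above the mean inhibition of all tested compounds plus 3 SD, set per campaign, cut at about 52% in these data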;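 further: 0% = DMSO treated cells and 100% = cells given Gossypol at 36 µM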
TLR9-MyD88 block – blocks human TLR9 binding to MyD88; Q9NR96+Q99836; CHO BLA complementation TLR9-MyD88, CCF4 FRET ratio; inhibition, % at 4.98 µM; actives 0.21% (n = 340,000);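 active means inhibition above the mean over all tested compounds plus 3 SD, cut at about 21% in these data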;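 further: 0% = DMSO only wells and 100% = clavulanate BLA inhibitor control wells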
NR5A2 inv ag – inverse agonists of human LRH-1 (NR5A2) | actives 0.13% (n = 360,000) | inhibition, % at 3.6 µM | O00482 | AID 602396 | HEK293T StAR-luciferase reporter, LRH-1 transfected, 24 h;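 active means inhibition above the mean inhibition of all tested compounds plus 3 SD, cut at about 73% in these data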;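 further: 0% = DMSO wells and 100% = reporter-only cells lacking LRH-1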
NCOA3 inh – inhibits human SRC3 coactivator. HEK293 GAL4-SRC3 luciferase reporter, luminescence. actives 0.17% (n = 360,000). inhibition, % at 3.6 µM;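 active means inhibition above a per-campaign cutoff, the mean of all compounds plus 3 SD, cut at about 60% in these data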;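 further: 0% = DMSO-treated cells and 100% = gossypol-treated cells at 36 µM; higher means less SRC3-driven luciferase light from the GAL4 reporter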
TROY NFkB inh – inhibitors of TROY-dependent NF-kB signaling. Q293 LMP1-TROYcd NF-kB luciferase reporter, 4 h. inhibition, % at 10 µM. actives 0.98% (n = 360,000);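 active means compounds whose plate-normalised and pattern-corrected inhibition of the luciferase reporter signal at the single screening dose is 50% or more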
Granule exo inh – lytic granule exocytosis inhibition; TALL-104 LAMP-1 surface exposure, flow cytometry; cells stimulated with thapsigargin and PMA; inhibition, % at 10 µM; actives 0.66% (n = 360,000); AID 651702;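 active means inhibition above about 55%, limit read from the data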
NOD2 RIPK2 PPI – inhibitors of human NOD2-RIPK2 interaction; O43353; CHO BLA complementation NOD2-RIPK2, CCF4 ratio; inhibition, % at 4.98 µM; actives 0.38% (n = 360,000); AID 624267; in the data active means inhibition above about 21%;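 further: 0% = vehicle only and 100% = reference blocker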
* marks the source's active call; other numbers are inactive results; . = no result given.

SMILES	SRC1 inh	ABHD5 PLIN5 PPI	NR2F2 inh	TWEAK-Fn14 inh	SRC2 inh	TLR9-MyD88 block	NR5A2 inv ag	NCOA3 inh	TROY NFkB inh	Granule exo inh	NOD2 RIPK2 PPI
CCN(C(=O)CSc1nc2ccc(Cl)cc2[nH]1)C1CCS(=O)(=O)C1 (stereo not given)	6	3	0	10	16	-6	0	6	-8	2	-7
O=C(NC1CCCCC1)C1CCN(c2ncccn2)CC1	5	18	3	7	-1	-4	-11	24	-10	-6	-3
NC(=O)C1CCN(C(=O)c2ccc([N+](=O)[O-])cc2NC(=O)c2cccs2)CC1	5	-4	1	3	2	-5	-13	-2	7	-4	-1
CC1CCC(N(C)C(=O)CN2C(=O)NC(c3ccccc3)(c3ccccc3)C2=O)CC1 (stereo not given)	1	-9	2	-4	-25	-5	0	-16	-2	3	16
CC1Cc2ccccc2N1S(=O)(=O)c1c(N)n(C)c(=O)n(C)c1=O (stereo not given)	14	-1	2	-4	-44	-6	-9	6	0	29	-6
Cc1ccc(C)c(N(CC(=O)NC2CCCCC2)C(=O)CNC(=O)c2ccco2)c1	5	3	3	39	-13	3	-4	-4	11	13	6
CCOc1ccc(NC(=O)C(CC(=O)O)Cc2ccccc2)cc1 (stereo not given)	-9	-12	-8	1	13	-2	14	-1	6	-4	1
O=C(COC(=O)C1=COCCO1)NC(=O)c1ccc(OC(F)F)cc1	-26	0	-9	-4	-9	3	-5	0	4	-2	-11
CCCCCc1c(O)c2ccccc2[nH]c1=O	-40	0	5	-3	-3	3	-11	4	10	0	-9
CCCCN(CC)C(=O)c1ccccc1Oc1ccccc1	3	2	24	12	2	0	-8	-2	3	-14	-4
CCC(CC)NC(=O)c1cc(S(=O)(=O)N2CCCCC2)ccc1N1CCOCC1	-29	-2	-11	-20	17	-6	9	1	-15	-2	-7
CCC(C(=O)Nc1ccccc1)c1ccccc1 (stereo not given)	13	-1	3	18	-25	-4	12	11	-4	3	-9
CCOC(=O)C1CCCN(S(=O)(=O)c2ccc(S(=O)(=O)N3CCCC3)cc2)C1 (stereo not given)	12	-7	24	15	2	2	10	-3	33	2	-3
Cc1cc(NC(=O)CSc2nnc(-c3ccco3)o2)no1	3	2	-23	15	-4	-2	-10	9	5	-2	0
CCOc1cc(C#N)ccc1OCC(=O)N1CCN(C(=O)c2cccs2)CC1	-38	-5	-9	11	16	-5	-13	-15	-5	0	-13

13 entries from above in another layout.
Results follow in this order: SRC1 inh	ABHD5 PLIN5 PPI	NR2F2 inh	TWEAK-Fn14 inh	SRC2 inh	TLR9-MyD88 block	NR5A2 inv ag	NCOA3 inh	TROY NFkB inh	Granule exo inh	NOD2 RIPK2 PPI
NC(=O)C1CCN(C(=O)c2ccc([N+](=O)[O-])cc2NC(=O)c2cccs2)CC1
→ 5	-4	1	3	2	-5	-13	-2	7	-4	-1
CC1CCC(N(C)C(=O)CN2C(=O)NC(c3ccccc3)(c3ccccc3)C2=O)CC1 (stereo not given)
→ 1	-9	2	-4	-25	-5	0	-16	-2	3	16
CC1Cc2ccccc2N1S(=O)(=O)c1c(N)n(C)c(=O)n(C)c1=O (stereo not given)
→ 14	-1	2	-4	-44	-6	-9	6	0	29	-6
Cc1ccc(C)c(N(CC(=O)NC2CCCCC2)C(=O)CNC(=O)c2ccco2)c1
→ 5	3	3	39	-13	3	-4	-4	11	13	6
CCOc1ccc(NC(=O)C(CC(=O)O)Cc2ccccc2)cc1 (stereo not given)
→ -9	-12	-8	1	13	-2	14	-1	6	-4	1
O=C(COC(=O)C1=COCCO1)NC(=O)c1ccc(OC(F)F)cc1
→ -26	0	-9	-4	-9	3	-5	0	4	-2	-11
CCCCCc1c(O)c2ccccc2[nH]c1=O
→ -40	0	5	-3	-3	3	-11	4	10	0	-9
CCCCN(CC)C(=O)c1ccccc1Oc1ccccc1
→ 3	2	24	12	2	0	-8	-2	3	-14	-4
CCC(CC)NC(=O)c1cc(S(=O)(=O)N2CCCCC2)ccc1N1CCOCC1
→ -29	-2	-11	-20	17	-6	9	1	-15	-2	-7
CCC(C(=O)Nc1ccccc1)c1ccccc1 (stereo not given)
→ 13	-1	3	18	-25	-4	12	11	-4	3	-9
CCOC(=O)C1CCCN(S(=O)(=O)c2ccc(S(=O)(=O)N3CCCC3)cc2)C1 (stereo not given)
→ 12	-7	24	15	2	2	10	-3	33	2	-3
Cc1cc(NC(=O)CSc2nnc(-c3ccco3)o2)no1
→ 3	2	-23	15	-4	-2	-10	9	5	-2	0
CCOc1cc(C#N)ccc1OCC(=O)N1CCN(C(=O)c2cccs2)CC1
→ -38	-5	-9	11	16	-5	-13	-15	-5	0	-13

Additional compounds
SMILES	SRC1 inh	ABHD5 PLIN5 PPI	NR2F2 inh	TWEAK-Fn14 inh	SRC2 inh	TLR9-MyD88 block	NR5A2 inv ag	NCOA3 inh	TROY NFkB inh	Granule exo inh	NOD2 RIPK2 PPI
O=S(=O)([N-]c1nc2ccccc2nc1-[n+]1ccccc1)c1ccc(Cl)cc1	6	4	-7	17	-8	12	3	-54	-3	0	-6
COc1ccccc1CNC(=O)c1ccc(OCC2CCCO2)cc1 (stereo not given)	-1	1	5	-8	-9	7	11	-6	-7	-2	-13
CC(C(N)=O)N1c2cccc3cccc(c23)S1(=O)=O (stereo not given)	-9	-7	-5	-15	-13	-4	0	7	18	-7	-1
CC(C)Cc1nnc(NC(=O)CSc2nc(O)c(Cc3ccccc3)c(=O)[nH]2)s1	-1	-1	-3	-2	-14	2	3	25	7	-1	3
CCCCn1c(=N)n(CC(=O)O)c2ccccc21	-24	4	-8	-1	-14	7	-1	12	-8	-1	1
Cc1ccc(S(=O)(=O)N(CC(=O)NCc2ccncc2)C2CCCCC2)cc1	4	2	6	-9	10	-5	20	3	-13	-2	3
CC[C@]12c3[nH]c4cc(CCC(=O)N(C)C)ccc4c3CCN1C(=O)[C@@H](CC(=O)NCCN1CCOCC1)C[C@@H]2C(=O)N1CCN(C(=O)c2ccco2)CC1	-3	1	0	10	5	4	6	-28	-21	6	11
NC(=S)N/N=C/c1ccc(-c2cc(Cl)c(Cl)cc2Cl)o1	-12	-11	5	-1	17	2	38	9	6	11	-7
CCNC(=O)/C(=C/c1ccc2c(c1)OCO2)NC(=O)c1ccc(Br)cc1	-19	-6	6	-4	1	7	13	14	-7	-3	-6
Cc1ccc(CN2CCSc3ccc(C(=O)N4CCOCC4)cc32)cc1	5	4	.	8	.	3	12	-10	5	13	-8
CCNc1nc(NC(C)C)nc(Nn2cnnc2)n1	9	0	6	-14	-15	0	-3	-5	-7	1	8
O=C(Nc1cccc(S(=O)(=O)N2CCOCC2)c1)c1ccc(Cl)c([N+](=O)[O-])c1	-23	0	13	30	10	15	7	7	9	2	-5
CCOc1ccc(-c2[nH]ncc2Oc2ccccc2OC)c(O)c1	0	-2	-5	3	-8	3	0	19	2	1	-2
Cc1ccc(C(=O)O)cc1N1C(=O)CCCC1=O	6	0	-2	19	3	6	-11	1	3	-3	-2
O=C(c1ccco1)N1CCN=C1SCc1cccc(Cl)c1	-10	2	9	0	-14	7	9	-6	4	5	-1

Single records (already shown):
Results for `CCNc1nc(NC(C)C)nc(Nn2cnnc2)n1` = SRC1 inh: 9; ABHD5 PLIN5 PPI: 0; NR2F2 inh: 6; TWEAK-Fn14 inh: -14; SRC2 inh: -15; TLR9-MyD88 block: 0; NR5A2 inv ag: -3; NCOA3 inh: -5; TROY NFkB inh: -7; Granule exo inh: 1; NOD2 RIPK2 PPI: 8
Results for `CC(C)Cc1nnc(NC(=O)CSc2nc(O)c(Cc3ccccc3)c(=O)[nH]2)s1` = SRC1 inh: -1; ABHD5 PLIN5 PPI: -1; NR2F2 inh: -3; TWEAK-Fn14 inh: -2; SRC2 inh: -14; TLR9-MyD88 block: 2; NR5A2 inv ag: 3; NCOA3 inh: 25; TROY NFkB inh: 7; Granule exo inh: -1; NOD2 RIPK2 PPI: 3

More records:
SMILES	SRC1 inh	ABHD5 PLIN5 PPI	NR2F2 inh	TWEAK-Fn14 inh	SRC2 inh	TLR9-MyD88 block	NR5A2 inv ag	NCOA3 inh	TROY NFkB inh	Granule exo inh	NOD2 RIPK2 PPI
CC1CC(C)CN(C(=O)/C=C/c2ccc([N+](=O)[O-])s2)C1 (stereo not given)	-28	1	1	35	1	-15	10	8	13	-3	0
COc1ccc(N2C(=NC(=O)CCC3CCCC3)SC3CS(=O)(=O)CC32)cc1 (stereo not given)	1	-3	-2	-16	-13	-4	-24	-10	-6	-5	-5
CCc1c(O)nc(SCC(=O)NC(C)(C)C)n(-c2ccccc2)c1=O	-1	-10	-3	6	-19	5	-14	18	-12	0	-3
O=c1cc(-c2ccccc2)nc2cc(-c3ccc(F)cc3)[nH]n12	-28	-6	-2	-1	2	-8	-77	-44	-18	8	-6
CC(=O)Nc1ccc(OCC(O)Cn2nc(C)c(C(C)=O)c2C)cc1 (stereo not given)	3	1	21	-7	-6	-6	10	6	-4	5	-6
COn1c(SCc2ccc(C)cc2C)nc2ccccc2c1=O	-16	-9	3	31	18	4	-20	-24	5	-3	9
Cc1ccc(NC(=O)COC(=O)CN2C(=O)c3ccccc3C2=O)cc1	-9	3	-6	3	21	5	1	15	-12	-3	10
CCOC(=O)c1c(NC(=O)CCC(=O)O)sc2c1CCCCC2	-9	6	1	27	1	2	14	17	19	-7	-10
c1ccc(-c2ccc3c(n2)CCCO3)cc1	-31	-5	-24	-14	-37	-2	-43	-56	-51	2	-4
Cc1ccc(SCC(=O)Nc2ccc(F)cc2[N+](=O)[O-])cc1C	10	10	16	8	-36	5	-3	16	-15	-2	3
COc1ccc(Br)c2oc(SC)cc(=O)c12	-9	-5	-7	-21	-19	-9	-26	-1	2	11	0
COc1cccc(C(=O)Nc2ccc(S(=O)(=O)Nc3onc(C)c3C)cc2)c1	-20	3	-8	-1	20	-12	-7	-4	-17	3	4
N[C@@H](Cc1ccc(F)cc1)C(=O)O	6	4	4	9	7	-4	-7	-1	13	-3	-7
O=C(c1ccccc1N1CCOCC1)N1CCCC(Nc2ccc(F)cc2)C1 (stereo not given)	-135	7	-15	6	-2	-14	-17	-8	-34	-2	3
Oc1[nH]c2ccc(Br)cc2c1N=Nc1ccc(F)cc1	-14	-3	-15	18	-4	-4	21	14	8	1	-7
Cc1ccc(/C=C/C(=O)Nc2ccc(N(C)C)cc2)o1	-71	1	-33	-13	-28	-3	-135	-45	-42	1	-1
CCCCN1C[C@H](C)[C@@H](CC(=O)NC)C1=O	6	-5	3	-5	-10	1	15	1	-13	-5	-12
O=C(CSc1nccc(=O)[nH]1)c1cc2ccccc2o1	-13	0	-2	-4	-39	3	-23	-13	21	-1	9
CSc1ccc(N2CCN(CCCNC(=O)Nc3ccccc3F)CC2)cc1	-13	-1	-3	18	1	-7	-2	-3	5	-1	-6
COc1ccc(C2C(C(C)=O)=C(O)C(=O)N2c2ccc(C)cc2)cc1 (stereo not given)	-4	-7	8	14	-39	-7	-8	6	-12	-12	-10
COc1cc(OC)cc(C(=O)NC(C(=O)NNC(=O)CN(C)S(=O)(=O)c2ccc(C)cc2)C(C)C)c1 (stereo not given)	-8	5	26	-9	22	-1	-7	5	7	-2	-6
CCOC(=O)Cn1nc(C)n(-c2ccc(Br)cc2)c1=O	-20	4	-25	10	3	2	-2	-11	0	4	-4
COc1ccc2[nH]c3c(=O)n(/N=C/[C@H]4C(C)C=C(C)CC4C)c(=O)[nH]c3c2c1 (stereo not given in full)	-7	1	-2	7	0	1	10	-20	-23	9	1

Screening data from PubChem.

Only part of the results is shown; count on the stated rates, not on these rows.
